Screening data from PubChem.
mcGAS RapidFire – inhibitors of Mus musculus cyclic GMP-AMP synthase, initial high-throughput assay, cell-free, RapidFire MS; Q8C6L5; recombinant mouse cGAS, cGAMP by RapidFire MS; inhibition, % at 12.5 µM; 0.18% of 130,000 active;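 active means inhibition of cGAS enzyme activity at or above 60%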;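 further: enzyme stimulated by 45 bp dsDNA with ATP and GTP substrates; cGAMP share of summed cGAMP plus half ATP and half GTP signals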
Target sequence (Q8C6L5 whole entry, looked up): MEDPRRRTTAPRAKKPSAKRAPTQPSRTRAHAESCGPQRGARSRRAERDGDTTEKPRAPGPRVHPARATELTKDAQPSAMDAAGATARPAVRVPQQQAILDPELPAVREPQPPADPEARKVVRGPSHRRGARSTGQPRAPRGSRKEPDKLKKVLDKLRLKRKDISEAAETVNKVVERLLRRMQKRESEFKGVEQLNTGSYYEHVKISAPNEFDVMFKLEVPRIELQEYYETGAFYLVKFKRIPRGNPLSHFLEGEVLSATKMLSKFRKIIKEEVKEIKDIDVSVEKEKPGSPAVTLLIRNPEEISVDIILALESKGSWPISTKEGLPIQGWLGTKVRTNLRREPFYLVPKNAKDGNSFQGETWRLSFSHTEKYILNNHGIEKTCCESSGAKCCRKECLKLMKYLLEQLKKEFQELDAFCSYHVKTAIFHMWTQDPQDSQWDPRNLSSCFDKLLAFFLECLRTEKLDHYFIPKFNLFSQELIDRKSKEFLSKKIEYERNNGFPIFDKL
* = called active by the depositor; & = joins results of further samples.

Start of the listing, in advance, two compounds:
no.	mcGAS RapidFire	compound
1	-2	Cc1cc(NC(=O)CSc2nc3cc(Cl)ccc3c(=O)n2CC(C)C)no1
2	-13	CCOC(=O)c1[nH]nc(-c2ccc(C)cc2)c1C

Main list, from the first entry:
no.	mcGAS RapidFire	compound
1	-2	Cc1cc(NC(=O)CSc2nc3cc(Cl)ccc3c(=O)n2CC(C)C)no1
2	-13	CCOC(=O)c1[nH]nc(-c2ccc(C)cc2)c1C
3	-7	c1ccc2c(c1)COC1(CCCCC1)N2
4	-12	COc1c(C)cnc(CN(C)C(=O)c2cnn3cc(C)cnc23)c1C
5	1	COCCNC(=O)c1ccc(OC2CCN(C(=O)C3=C(C)OCCO3)CC2)c(Cl)c1
6	-4	Cc1cc(C(=O)N2CCN(S(=O)(=O)c3ccc(Cl)s3)CC2)c(C)o1
7	8	CCOc1cc(C#N)cc(Br)c1OCC(=O)O
8	-5	Cc1nc2ccc([N+](=O)[O-])cc2s1
9	2	COCCNC(=O)CCC1CCN(C(=O)CCOc2ccccc2)CC1
10	-1&1	CN1CCC(=C2c3ccccc3Sc3ccccc32)CC1
11	-7&-3	Cc1nccn1-c1ccc(NC(=O)C2CCCN(CCCn3cccn3)C2)cc1 (configuration not stated)
12	2	CCOC(=O)c1cccc(NC(=O)c2c(-c3ccccc3Cl)noc2C)c1

4 entries from above in a different format.
#7 CCOc1cc(C#N)cc(Br)c1OCC(=O)O
  mcGAS RapidFire: 8

#8 Cc1nc2ccc([N+](=O)[O-])cc2s1
  mcGAS RapidFire: -5

#9 COCCNC(=O)CCC1CCN(C(=O)CCOc2ccccc2)CC1
  mcGAS RapidFire: 2

#10 CN1CCC(=C2c3ccccc3Sc3ccccc32)CC1
  mcGAS RapidFire: -1&1

Next section
no.	mcGAS RapidFire	compound
13	-16	N#CC1C(=O)Oc2ccc(N)cc2C1c1ccccc1 (configuration not stated)
14	10	COc1ccc(-c2nc3ccc(C4=NNC(=O)CC4C)cc3[nH]2)cc1 (configuration not stated)
15	-9	Cc1c(CN2CCCC(c3[nH]ncc3CC(C)C)C2)cnn1C (configuration not stated)
16	-8	O=c1[nH]cc([N+](=O)[O-])c2nc[nH]c12
17	-11	CC(=O)Oc1c(C)c(C)c2c(c1C)CCC(C)(CCCC(C)CCCC(C)CCCC(C)C)O2 (configuration not stated)
18	-12	Cc1cccc(NC(=O)CN(C)C(=O)CCN2C(=O)COc3ccccc32)c1C
19	-9	CN1CC(=O)N(CC(=O)N(C2CCCCC2)C2CCCCC2)C1=O
20	-36	CC(C)(C)c1nc2ccc(NS(=O)(=O)c3ccccc3)cc2[nH]1
21	-5	CCOC(=O)c1[nH]c2c(c1C)C(=O)C(C(=O)OC)C(C)C2 (configuration not stated)
22	-4	CCNC(=O)C1CCN(Cc2nnc(-c3cccc(Cl)c3)o2)CC1
23	0	COCCCNC(=O)Nc1ccc(N2CCc3sccc3C2)cc1
24	2	O=C(Cn1cnc2ccc(Br)cc2c1=O)N1CCNC1=O
25	-11	CC1CCCN(C(=O)NCC(=O)N2CCc3ccccc3C2)C1 (configuration not stated)
26	-8	CCSc1ccc(NC(=O)c2cc(C)n(C3CC3)c2C)cn1
27	-10	Cc1cc(C)cc(CC(C)NC(=O)C2CCCN2)c1 (configuration not stated)
28	-12	CCOc1ccccc1-c1cc(NCCO)nc(N)n1
29	5	O=C(NC1CC1)C1CCCN(C2CCN(c3nccc(C(F)(F)F)n3)CC2)C1 (configuration not stated)
30	-7	CCCn1cnnc1CNc1nc(-c2ccccc2)nc2c1CCNC2
31	1	CCCCc1ccc(NC(=O)COc2cc(=O)n(-c3ccc(C)cc3)nc2C(=O)OCC)cc1
32	2	O=C(c1ccc(F)c(F)c1)N1CCN(C(=O)c2nc(Cl)ccc2Cl)CC1
33	-7	CCCC(=O)N1CCC(N2CCC(CNS(C)(=O)=O)C2)CC1 (configuration not stated)
34	-4	CC1(C(=O)NS(=O)(=O)c2cccc(F)c2)CCN1C(=O)Cc1ccsc1 (configuration not stated)
35	3	CCOC(=O)C1(C)CCN1C(=O)COc1ccc(C(C)(C)C)cc1 (configuration not stated)
36	-8	CCC(CC)NC(=O)CSc1nc(C)c(C)n1C1CCCC1

Filtered by structure: the entries above with an aryl thioether with sulfur outside any ring
no.	mcGAS RapidFire	compound
1	-2	Cc1cc(NC(=O)CSc2nc3cc(Cl)ccc3c(=O)n2CC(C)C)no1
26	-8	CCSc1ccc(NC(=O)c2cc(C)n(C3CC3)c2C)cn1
36	-8	CCC(CC)NC(=O)CSc1nc(C)c(C)n1C1CCCC1

Later entries.
no.	mcGAS RapidFire	compound
37	-5	CCC(CC)C(CNC(=O)NCCc1ccccn1)N(C)C (configuration not stated)
38	-2	O=C(CC1(O)C(=O)Nc2ccc(Br)cc21)c1ccccn1 (configuration not stated)
39	-8	CC(NC(=O)CC1CCCO1)c1ccc(-c2ccccc2)cc1 (configuration not stated)
40	11	CCc1c(C(C)O)oc2ccc3c(C)cc(=O)oc3c12 (configuration not stated)
41	-10	CC(C)OC(=O)c1c(N)sc2c1CCCC2
42	-2	CC(C1CC1)N(C)C(=O)CC(c1ccccc1)C(F)(F)F (configuration not stated)
43	-6	Cc1nc(Cl)cc(N(C)CC(O)CN2CCN(C)CC2)n1 (configuration not stated)
44	4	Cc1cccc(-c2ncc(CNCCS(=O)(=O)N3CCCC3)cn2)c1
45	-9	Cc1ccc(C(c2c(O)cc(C)n(Cc3cccnc3)c2=O)N2CCN(c3ccccc3)CC2)cc1 (configuration not stated)
46	-8	Cc1ccc(-n2ncc3c(=O)n(NC(=O)c4cccc(C(F)(F)F)c4)cnc32)cc1
47	5	Cc1ccc(CN2C(=O)CON=C2c2ccccn2)cc1
48	-3	O=C1N(C2Cc3ccccc3C2)C[C@@H]2C[C@@H](c3ccccn3)N3CCC[C@@]123
49	-9	Cc1ccc(-c2nc(C(=O)Nc3ccc(C(=O)N4CCCCC4C)cc3C)cs2)o1 (configuration not stated)
50	-10	CC(=O)Nc1ccc(N2C(=O)CSC2c2ccc(OC(F)F)cc2)cc1 (configuration not stated)
51	-8	COCCOC(=O)C1=C(C)N(C)C(=O)NC1c1ccccc1[N+](=O)[O-] (configuration not stated)
52	-8	CCCN(Cc1cnn(C)c1)C(=O)Cc1ccc(OC(F)F)cc1
53	-14	OCC(O)Cn1cnc(-c2ccccc2)c1-c1ccc(Cl)cc1Cl (configuration not stated)
54	-9	COc1cccc(CN2CCn3c(nnc3C(=O)N(C)C)C2)c1F
55	-15	CCOc1ccccc1CN(C(=O)c1cc(C)nn1C)C1CC1
56	-33	COc1cccc(CC2(CO)CCN(C(=O)c3cnn4ccccc34)CC2)c1
57	12	COc1ccc(Cl)cc1COC(=O)C1CCN(S(C)(=O)=O)CC1
58	-12	CNC(=O)C(C)N(C)C(=O)Cc1sc(C)nc1C (configuration not stated)
59	1	COc1ccc(-c2cc(=O)c3ccccc3o2)cc1OC
60	-8	CCCN(CC1CC1)C(=O)CCc1nnc(CCc2c[nH]c3ccccc23)o1
61	4	Cc1nc2ncc3c(=O)n(CCCN4CCOCC4)ccc3n2n1
62	-7	Cc1ccsc1C(=O)Cc1ccccc1
63	-6	COc1ccc(OC)c(C(O)c2ncc(-c3ccc(Cl)cc3)[nH]2)c1 (configuration not stated)
64	-2	OCCSc1ccccc1Cl
65	-8	O=C(/C=C/c1ccco1)N1CCC2(CCCN(CCCc3ccccc3)C2)C1 (configuration not stated)
66	-5	OCCCN(CCO)Cc1cc(Br)ccc1Cl
67	-3	Cc1ccc(Oc2nnnn2-c2ccccc2)c2c1C(C)CC2=O (configuration not stated)
68	-4	COCCNC(=O)CCc1c(C)nn(-c2nc(C)c(C)c(=O)[nH]2)c1C
69	7	Cc1cc(C(=O)Nc2nc(C(C)(C)C)cs2)c(C)o1
70	-25	COc1ccc(F)c(CN2CCCC(O)(CN3CCC(OC)CC3)C2=O)c1 (configuration not stated)
71	2	C#CCSc1nc(N)c(C#N)cc1C#N
72	-3	COc1ccc(-c2c(C)nn(-c3ccccc3)c2C)c(C(=O)N2CCc3ccccc3C2)c1
73	-3	CCN(Cc1ccncc1)Cc1cn[nH]c1-c1ccc(C)c(C)c1
74	5	COc1cccc(-n2nnc3c(=O)n(CC(=O)NC4CCCC4)cnc32)c1
75	-5	COc1ccc(Nc2ncccc2C(=O)NC(C)(C)Cc2c[nH]c3ccccc23)cc1
76	-6	Cc1ncsc1CCC(=O)NCc1ccc2c(c1)CC(C)O2 (configuration not stated)
77	-5	OC(c1cccs1)C1CCN(Cc2ccc(-c3ccn[nH]3)o2)CC1 (configuration not stated)
78	-6	Cc1ccc(C2(O)CCN(c3nccc(-c4ccc(C)nc4C)n3)CC2)nc1
79	1	OC(Cn1nc(N2CCOCC2)sc1=S)c1cc(F)ccc1F (configuration not stated)
80	0	O=C(N=C1N=C2C=CC(Br)=CN2Cc2ccccc21)c1ccc([N+](=O)[O-])o1
81	-14	Cc1cc2cc(C(=O)NCCNc3cccnc3)ccc2o1
82	-7	Cc1noc(C2CC(=O)N(Cc3ccc(F)cc3Cl)C2)n1 (configuration not stated)
83	-2	Cn1c(=O)c2[nH]c(SCC(=O)O)nc2n(C)c1=O
84	-4	CN1N=C(C(=O)NCc2ccc(-c3ccc(F)cc3)o2)CCC1=O
85	5	CCS(=O)(=O)N1CCc2onc(-c3ccc4c(c3)OCO4)c2C1
86	-14	FC(F)(F)c1ccc(N2CCCN(Cn3c(=S)oc4ccccc43)CC2)nc1
87	9	O=C(NC1CCCCC1)c1cc(-c2cccs2)on1
88	-2	O=C(CCc1ccc2c(c1)OCCO2)NCc1ccccc1F
89	-8	CC1=C(c2ccccc2)C(c2ccccc2)CC1=O (configuration not stated)
90	-16	O=C(O)c1cc(-c2ccc(C(F)(F)F)cc2)no1
91	-2	COc1cccc(NC(=O)c2c([N+](=O)[O-])cnn2C)c1
92	-37	O=C(O)c1c(S(=O)(=O)N2CCc3ccccc3C2)sc2c1CCNC2
93	-3	COc1ccccc1C(=O)NC(CCSC)C(=O)N1CC=C(c2ccccc2)CC1 (configuration not stated)
94	-2	COc1ccc(CNc2nncc(-c3ccc4ccccc4c3)n2)c(OC)c1
95	-10	O=C1CNC(=S)N1Cc1ccccn1
96	-3&7	O=C(O)CCn1c(-c2cccs2)n[nH]c1=S

Next part:
no.	mcGAS RapidFire	compound
97	-10	O=C(C1CC2CCC1C2)N1CCN(S(=O)(=O)c2ccc(Cl)c(Cl)c2)CC1 (configuration not stated)
98	-4	O=C(NCC1CC1)C1CCCN(c2ncnc3ccc(F)cc23)C1 (configuration not stated)
99	-13	Cc1ccccc1C1CCN(CCNC(=O)C2=NNC(=O)CC2)C1 (configuration not stated)
100	-2	CC(=O)Nc1cncc(-c2ccc(O)cc2C)n1
101	-8	CC=CC(=O)OCC(=O)c1ccc(Br)s1
102	-1	OCC1(Cc2ccccc2C(F)(F)F)CCN(C/C=C/c2ccccc2)CC1
103	2	CN(CC(=O)Nc1sccc1C#N)S(=O)(=O)c1ccc(Cl)cc1
104	-22	CNC(=O)c1ccc(CN2CCCC(CCc3cccc(OC)c3)C2)o1 (configuration not stated)
105	-5	CSCCC(=O)N1CCC2(CCCN(CC3CC3)C2=O)C1 (configuration not stated)
106	-3	CC(C)Oc1ccc(NC(=O)C2CCOCC2)cc1Cl
107	4	COc1cccc(CC(=O)Nc2ccc(NC(=O)C3CC3)cc2C(F)(F)F)c1
108	-5	Clc1ccc2nc(SCc3cn4cc(Cl)ccc4n3)[nH]c2c1
109	-11	COc1ccc(CN(C)Cn2nc3n(c2=S)CCCCC3)c(OC)c1
110	-9	COc1ccccc1N1CCN(C2CCCN(C(=O)c3ccc(F)cc3)C2)CC1 (configuration not stated)
111	-6	Cc1ccc(-c2nc3ncccn3c2NC2CCCC2)o1
112	-10	COc1ccc(C(=O)NCCNc2ccc(Nc3ccncc3)nn2)cc1OC
113	1	O=C(c1ccc(-c2cn[nH]c2)nc1)N1CCC(N2CCOCC2)CC1
114	-25	CN1CCN(C(=O)NCC2CC(=O)N(Cc3ccccc3)C2)CC1 (configuration not stated)
115	-4	COc1ccc(C)cc1S(=O)(=O)Nc1ccccc1F
116	-4	Cc1cccc(CN2CCN(c3nc4c(c(=O)[nH]c(=O)n4C)n3Cc3cc(C)ccc3C)CC2)c1
117	-7	CCCn1c(=O)n(Cc2cc(-c3ccccc3)on2)c2ccccc21
118	-21	O=C(NC[C@H]1CNC[C@@H]1CO)c1ccccc1Cc1ccc(Cl)cc1
119	-4	CC(NC(=O)C(=O)NCCOc1ccc(F)cc1)c1ccccc1 (configuration not stated)
120	-1	COc1ccc(NC(=O)C2CC(=O)N(Cc3ccc(Cl)cc3)C(=Nc3ccccc3)S2)cc1 (configuration not stated)
121	3	CN(CCc1cccs1)C(=O)NC1CCN(C)C1=O (configuration not stated)
122	-8	O=C(Nc1ccccc1Cl)Nc1ccnn1C1CCN(C2CCSCC2)CC1
123	-6	CNc1cccc(-c2ccc(OC)cc2OC)n1
124	-8	COC(=O)c1cc(C=C2N=C(c3cccc(Cl)c3)OC2=O)oc1C
125	-2	NC(=O)c1ccc(C(=O)N2CCC3(CCCCCC3)C2)cc1
126	-3	NS(=O)(=O)c1ccc(F)cc1
127	-8	CC(C)(C)c1nn2cnnc2n(/N=C\c2ccccc2)c1=O
128	-31	COc1ccc(CN(C)C(=O)c2cc3n(n2)CCCNC3)c2cccnc12
129	-8	COc1cc(-c2nc(CN3CCSCC3)c(C)o2)ccc1F
130	2	CCC(=O)N(CC(C)C)c1ccc(CC(=O)O)cc1
131	-9	CC(OC(=O)c1ccc(-c2ccc(Cl)cc2)o1)C(=O)NCC(F)(F)F (configuration not stated)
132	-11	CCC(C)c1cc(C(=O)OCC(N)=O)on1 (configuration not stated)
133	-12	Fc1ccc(-n2cccn2)c(C2NCCc3[nH]cnc32)c1 (configuration not stated)

An excerpt. The share of hits here may be higher or lower than overall.
